From PubChem
Tb MetRS inh – Trypanosoma brucei MetRS inhibition; purified T. brucei MetRS, ATP depletion, Kinase-Glo luminescence; inhibition, % at 11.9 µM; 360,000 tested, 0.4% active;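 active = inhibition above a per-plate cutoff of the control wells' mean inhibition plus 3 SD, cut at about 5.5% in these data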;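 note: 0% = DMSO wells median and 100% = median of wells with control inhibitor compound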
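Test system: purified T. brucei MetRS enzyme. Also added: ATP, methionine and E. coli bulk tRNA substrates. Compound: 11.9 µM single point. Schedule: 15 min enzyme-compound preincubation, 2 h reaction, 10 min detection, 25 °C. Signal: luciferase luminescence of residual ATP, Kinase-Glo. Evaluation: percent inhibition versus plate control medians. Controls: DMSO wells, low control.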
MsrA inh – inhibits bovine methionine sulfoxide reductase A; AID 651718; 360,000 tested, 0.75% active; inhibition, % at 15.5 µM; purified bovine MsrA, absorbance read-out; in the data active = inhibition above about 4.5%;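 note: 0% = vehicle wells with enzyme and 100% = reference inhibitor wells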
PABP1 MLLE inh – inhibitors of microRNA-mediated deadenylation, human PABP1 MLLE binding; P11940; GST-MLLE / FITC-PAM2 fluorescence polarization; inhibition, % at 20 µM; 360,000 tested, 0.36% active; in the data active = inhibition above about 35%, passing the limit was not always enough;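 note: plate controls were DMSO wells with GST-MLLE for no effect and wells lacking GST-MLLE protein for full effect; some results filed as inactive read as strong as hits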
Target sequence (P11940 whole entry, looked up): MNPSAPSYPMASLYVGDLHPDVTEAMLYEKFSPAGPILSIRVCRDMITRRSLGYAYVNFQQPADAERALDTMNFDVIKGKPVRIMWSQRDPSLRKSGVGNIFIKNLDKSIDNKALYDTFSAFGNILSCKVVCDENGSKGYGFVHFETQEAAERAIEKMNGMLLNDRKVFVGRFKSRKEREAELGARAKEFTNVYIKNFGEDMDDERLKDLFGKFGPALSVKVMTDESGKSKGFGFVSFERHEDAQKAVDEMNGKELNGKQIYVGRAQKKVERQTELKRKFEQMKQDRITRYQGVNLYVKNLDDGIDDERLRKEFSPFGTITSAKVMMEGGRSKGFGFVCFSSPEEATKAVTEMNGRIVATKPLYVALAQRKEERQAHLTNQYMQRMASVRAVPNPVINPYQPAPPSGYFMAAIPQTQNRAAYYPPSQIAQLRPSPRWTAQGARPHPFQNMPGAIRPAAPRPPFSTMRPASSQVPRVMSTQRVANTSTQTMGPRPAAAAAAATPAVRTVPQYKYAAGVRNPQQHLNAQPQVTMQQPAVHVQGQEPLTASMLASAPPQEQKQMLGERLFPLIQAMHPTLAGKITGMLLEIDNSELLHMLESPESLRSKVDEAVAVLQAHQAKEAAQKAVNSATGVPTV
Neddyl block – blocks human cullin neddylation; AID 651699; TR-FRET cullin neddylation, biochemical; calls only at 25 µM; 360,000 tested, 0.58% active; P61081+Q13564; in the data active = inhibition above about 36%
CSN deneddyl inh – inhibitors of human CSN-mediated cullin deneddylation. Q92905. Purified CSN, SCF-Nedd8-OG deneddylation, fluorescence polarization. 360,000 tested, 0.38% active. inhibition, % at 12.5 µM;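 active = pattern-corrected inhibition above about 35%, with an unprinted fluorescence ratio check between 0.5 and 1.5, limit read from the data, passing the limit was not always enough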;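 note: 0% = enzyme with substrate and 100% = substrate without enzyme; some results filed as inactive read as strong as hits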
Target sequence (Q92905 whole entry, looked up, one chain of several): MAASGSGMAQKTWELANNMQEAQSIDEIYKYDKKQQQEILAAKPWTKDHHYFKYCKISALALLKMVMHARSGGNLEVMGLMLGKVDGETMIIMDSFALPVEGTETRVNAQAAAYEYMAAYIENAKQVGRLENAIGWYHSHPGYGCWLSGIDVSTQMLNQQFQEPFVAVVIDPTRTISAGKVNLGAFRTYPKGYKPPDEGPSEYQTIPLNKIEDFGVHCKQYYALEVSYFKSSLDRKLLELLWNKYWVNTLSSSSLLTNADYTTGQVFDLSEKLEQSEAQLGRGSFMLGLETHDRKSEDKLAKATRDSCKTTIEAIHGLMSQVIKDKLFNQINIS
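test system = HEK293T-derived human Csn5 enzyme | amount = 0.24 nM Csn5 enzyme, final concentration | medium = Tris/NaCl/DTT buffer, pH 7.5 | schedule = 90 min reaction at room temperature | signal = FP | evaluation = inhibition of Csn5 cleavage, % | compound dosing = single dose of 12.5 µM compound with 0.25% DMSO | probe or stimulus = 10 nM SCFSkp2-Nedd8OG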
E coli Lon inh – inhibitors of E. coli Lon protease | AID 602123 | purified E. coli Lon protease, fluorescence polarization | inhibition, % at 7.94 µM | 360,000 tested, 0.42% active; in the data active = inhibition above about 13%, passing the limit was not always enough;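 note: 0% = enzyme with probe and DMSO and 100% = no enzyme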
bovine MsrA act – activates bovine MsrA enzyme; activation, % at 10.6 µM; purified bovine MsrA, absorbance read-out; AID 602163; 360,000 tested, 0.3% active; in the data active = activation above about 7.5%;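 note: 0% = vehicle and 100% = reference activator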
FAS TE block – FAS thioesterase (human) inhibition. recombinant FAS-TE, OMFH fluorogenic substrate, fluorescence endpoint. 360,000 tested, 0.67% active. P49327. inhibition, % at 15 µM;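 active = compounds whose normalised, plate-corrected inhibition of enzyme fluorescence in the single-dose primary screen is 50% or more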;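 note: 0% = DMSO with enzyme and 100% = substrate without enzyme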
Rin1 Abl inh – inhibitors of human Rin1-Abl protein interaction. P00519+Q13671. inhibition, % at 7.35 µM. 360,000 tested, 0.4% active. TR-FRET Rin1/Abl binding, biochemical. AID 588664; in the data active = inhibition above about 5%, passing the limit was not always enough
* = called active by the depositor; i = inactive; nt = no result given; + = active, no number.

SMILES | Tb MetRS inh | MsrA inh | PABP1 MLLE inh | Neddyl block | CSN deneddyl inh | E coli Lon inh | bovine MsrA act | FAS TE block | Rin1 Abl inh
O=C(O)Cc1ccc(C(=O)c2ccccc2F)s1 | -0.9 | 0.6 | -7 | i | -1 | -3 | -4 | -2 | 0
CCN(CC(=O)Nc1ccc(S(=O)(=O)N2CCOCC2)cc1)Cc1ccccc1 | 0.4 | 0.0 | -6 | i | 2 | 1 | -1 | 6 | 5
COc1cc(-c2cnc3c(NC=O)cc(-c4ccc(C)cc4)cn23)cc(OC)c1OC | 0.6 | -0.1 | -25 | i | 7 | -40 | -7 | 12 | 0
COc1ccc(NC(=O)C2CC(=O)N(c3ccccc3F)C2)cc1S(=O)(=O)N1CCCCC1 (stereo not drawn) | 0.1 | 0.8 | -14 | i | 2 | -2 | -1 | -6 | 0
O=C(Nc1cccnc1Cl)c1cc(-c2cccc(Cl)c2)on1 | -0.2 | 1.6 | 4 | i | -7 | 1 | 1 | 0 | 0
Cc1ccc(-n2c(C)nn(CCOc3ccccc3)c2=O)cc1 | -0.6 | 0.9 | -3 | i | -1 | 2 | -5 | -2 | -3
CC(SC(=S)N(C)Cc1cccs1)C(=O)O (stereo not drawn) | -0.1 | -1.6 | -2 | i | 5 | -4 | -4 | -5 | -3
COCCn1c(=NC(=O)c2ccc(S(=O)(=O)N3CCCc4ccccc43)cc2)sc2cc(S(C)(=O)=O)ccc21 | 0.3 | 0.8 | -10 | i | 1 | -4 | -1 | 84* | 1
c1cncc(CSc2ccc(-c3cccs3)nn2)c1 | -0.6 | 2.2 | 7 | i | 1 | 8 | -4 | 0 | -1
O=S(=O)(Cc1ccc(Cl)cc1)Oc1ccc(Cl)cc1 | -0.2 | 0.0 | -15 | i | -2 | -1 | -3 | 25 | 3
O=C(Nc1cccc(-c2nc3cccnc3s2)c1)C1c2ccccc2Oc2ccccc21 | -0.4 | 0.7 | -46 | i | 76* | -10 | -2 | 5 | -4
CCOC(=O)N1CCN(CCC(=O)Nc2ccc(OC(F)(F)F)cc2)CC1 | -1.1 | -0.1 | 1 | i | -5 | -6 | -3 | -3 | -2
CCOC(=O)Cn1c(=O)c2c(nc3n2CCS3)n(C)c1=O | -0.7 | -0.7 | 11 | i | 8 | -6 | -3 | -6 | 2
O=S(=O)(NC(=NCc1ccccc1)c1ccc(F)cc1)c1ccc(Cl)cc1 | -0.3 | 1.0 | 0 | i | -3 | 4 | -2 | 10 | 2
CN(C)C=NC(=O)c1cc(C(=O)c2ccc(Cl)cc2Cl)c[nH]1 | 1.9 | 2.5 | -10 | i | -7 | -1 | -4 | 4 | 4
C[C@H]1CN([C@@H](C)CO)C(=O)CCCn2nncc2CO[C@H]1CN(C)C(=O)Nc1ccc2c(c1)OCO2 | 0.3 | 0.0 | 5 | i | -1 | -2 | -3 | -8 | -4
Cc1ccc(C(=O)N2CCN(C(=O)CN3CCOCC3)C2)cc1 | 0.2 | 0.4 | -6 | i | 8 | 5 | -4 | -8 | -5
COc1cccc(C(=O)NC2CCNCC2)c1 | -1.3 | 1.0 | 2 | i | -3 | -2 | -10 | 0 | 1
CN(C(=O)c1sc2nc(N3CCOCC3)c3c(c2c1N)CCCC3)c1ccccc1 | -0.4 | 0.5 | 11 | i | 5 | -16 | -2 | 18 | 1
CC(=O)c1cccc(NC(=O)C(NC(C)C)c2ccccc2)c1 (stereo not drawn) | 0.6 | 0.9 | 4 | i | -2 | -2 | -4 | -2 | 0
COC(=O)c1cc2ccsc2n1CC(=O)Nc1cc(Cl)ccc1OC | -0.8 | -1.2 | -23 | i | 5 | -3 | -8 | 35 | 0
CCC(C)N(C(=O)CSc1ncnc2sccc12)C1CCS(=O)(=O)C1 (stereo not drawn) | -0.1 | 1.2 | -7 | i | -2 | -10 | -3 | -7 | -2
CCNS(=O)(=O)c1ccc(CCC(=O)Nc2ccc(C(=O)OC)cc2)cc1 | -0.4 | -0.3 | -1 | i | -19 | -1 | -3 | -3 | 2
CCOc1cc(C=NNC(=O)CCCC(=O)NN=Cc2ccc(O)c(OCC)c2)ccc1O | -0.4 | 1.4 | -3 | i | 1 | -7 | -3 | -6 | 0
Cc1ccc(N=Nc2c(N)n(-c3ccccc3)[nH]c2=O)cc1 | -2.4 | -0.3 | -12 | i | -4 | -10 | -10 | 17 | -2

Remaining list, next part:
SMILES | Tb MetRS inh | MsrA inh | PABP1 MLLE inh | Neddyl block | CSN deneddyl inh | E coli Lon inh | bovine MsrA act | FAS TE block | Rin1 Abl inh
CCc1cccc(C)c1NS(=O)(=O)c1c(C)nc2sccn2c1=O | -0.3 | 1.6 | 3 | i | 3 | -4 | -4 | -2 | -1
O=C(CCn1nnc2ccccc21)N/N=C\Cc1ccccc1 | 0.2 | -0.6 | 9 | i | 5 | 7 | -1 | -3 | 1
COc1ccccc1Cc1c(-c2ccc(OC)c(OC)c2)nc2ccc(Cl)cn12 | 0.2 | 0.2 | -4 | i | 1 | -8 | -5 | 6 | 0
O=C(Nc1ccccc1N1CCN(c2ccc(F)cc2)CC1)C12CC3CC(CC(C3)C1)C2 | 0.2 | -0.5 | -10 | i | 4 | -2 | -8 | 10 | 1
Cc1cc(NC(=O)c2noc3c2CCc2ccccc2-3)no1 | -0.1 | 0.5 | -13 | i | 2 | -9 | -4 | -5 | -2
Cc1ccc(S(=O)(=O)NN=Cc2ccccc2Cl)cc1 | -0.1 | -0.3 | -37 | i | 2 | 0 | -1 | -5 | 0
CCOc1ccccc1NC(=O)c1ccccc1N(C)S(C)(=O)=O | -1.5 | -0.7 | 10 | i | 3 | -10 | -2 | -12 | -2
COc1ccc(C(=O)N/C(=C\c2ccccc2)C(=O)Nc2cccc(C(=O)O)c2)cc1 | -0.1 | -0.5 | 10 | i | 2 | -10 | -2 | -5 | -3
COc1ccc(NC(=O)c2cc(-c3cc(F)ccc3OC)n[nH]2)cn1 | -0.2 | 0.8 | 13 | i | 1 | 7 | -1 | 8 | -2
OC[C@@H]1CN(Cc2ccncc2)C[C@H](n2cnc3c(NCc4ccncc4)ncnc32)O1 | -0.3 | 0.3 | -2 | i | 1 | -11 | -3 | -4 | 2
COc1ccccc1C(=O)NC(=O)COc1ccc(Cl)cc1Cl | -0.3 | -0.4 | -3 | i | -1 | -4 | -4 | 14 | 2
Cn1c(=O)c2c(nc(Sc3ncccn3)n2Cc2ccc(Cl)cc2)n(C)c1=O | -0.8 | -0.5 | -3 | i | -5 | -3 | -11 | 28 | 1
Cc1ccccc1C(=O)NNC(=O)c1ccc(Br)cc1 | -1.2 | 2.6 | 9 | i | -2 | 7 | -13 | -4 | 7
COC(=O)c1ccsc1NC(=O)c1ccc2c(c1)OCCO2 | -0.1 | 1.0 | -19 | i | 7 | -5 | -2 | 14 | 0
CCOCC(=O)Nc1cccc(-c2nc3cccnc3s2)c1C | -0.4 | 0.6 | 19 | i | -1 | -8 | -1 | 1 | -1
CC(=NNC(N)=O)C1=C(O)C(C(C)C)NC1=O (stereo not drawn) | -0.2 | 0.3 | 15 | i | 2 | -13 | -1 | -13 | 0
CCC(=O)N1CCc2cc(S(=O)(=O)NCCC(=O)N3CCN(c4cccc(OC)c4)CC3)ccc21 | -0.7 | -0.6 | -13 | i | -1 | 2 | -12 | 1 | -1
c1ccc2c(c1)ncn2-c1cncnc1 | -0.5 | -1.7 | 10 | i | 0 | -4 | 1 | -8 | -3
COC(=O)c1ccccc1NC(=O)Cn1nc(C(F)(F)F)c2c1CCC2 | 0.0 | 0.6 | -4 | i | -2 | 3 | -2 | 18 | 0
Cc1ccc(C(c2nnnn2Cc2ccccc2)N2CCN(Cc3ccccc3)CC2)cc1 (stereo not drawn) | -0.1 | -0.9 | 3 | i | 4 | 2 | 1 | 21 | -1
CCN(CC(=O)Nc1c(F)cccc1F)C(=O)CSc1nc2ccccc2o1 | 0.3 | -0.3 | 0 | i | 4 | 0 | -2 | -5 | 1
COc1ccc(CCNC(=O)Cc2c(Cl)cccc2Cl)cc1 | -0.3 | -1.0 | -88 | i | 5 | 4 | -5 | -3 | 1
COCCCNC(CC(=O)Nc1cc(C)cc(C)c1)C(=O)O (stereo not drawn) | -0.3 | -0.4 | 6 | i | -3 | -2 | -5 | -3 | 0
c1ccc(-c2nc[nH]c2-c2ccccc2)cc1 | -0.5 | -1.0 | -4 | i | -3 | -2 | -2 | -3 | 0
CCCc1cc(C(=O)NCC(C)C)no1 | -0.1 | 0.1 | 18 | i | 2 | -12 | -8 | -10 | -1

Continued.
SMILES | Tb MetRS inh | MsrA inh | PABP1 MLLE inh | Neddyl block | CSN deneddyl inh | E coli Lon inh | bovine MsrA act | FAS TE block | Rin1 Abl inh
Cc1ccc(NC(=O)CN2CCCN(S(=O)(=O)c3ccc(Br)s3)CC2)cc1 | -0.5 | nt | 9 | i | -5 | 4 | -1 | 24 | 1
CCCCN(CC)CCNc1c(NC2CCN(C(=O)OCC)CC2)c(=O)c1=O | -0.1 | 0.0 | -1 | i | 1 | -2 | -1 | -3 | 4
CNC(=O)COC(=O)c1ccc(-c2nc3ccccc3s2)s1 | -0.8 | 0.8 | -30 | + | -8 | -4 | -9 | -6 | 4
COc1ccc(C(=O)n2nnc3ccccc32)cc1OC | -0.1 | 0.1 | 1 | i | -3 | -2 | -3 | 20 | -3
Cc1cc(C(=O)CN2C(=O)NC(C)(c3ccccc3)C2=O)c(C)n1CC1CCCO1 (stereo not drawn) | 0.5 | nt | -2 | i | -1 | 11 | -3 | -12 | -2
COc1ccc(NC(=S)N(CCCN2CCOCC2)Cc2ccccn2)cc1 | -0.5 | 0.3 | 17 | i | 2 | 8 | -3 | -7 | 0
CC(NC(=O)/C(C#N)=C/c1cn[nH]c1-c1ccccc1)c1ccccc1 (stereo not drawn) | 1.5 | 3.6 | -2 | i | 1 | -7 | -2 | -39 | 1
COC(=O)c1cccc(NC(=O)CCc2cc(OC)c(OC)c(OC)c2)c1 | -0.8 | -0.3 | -6 | i | -14 | -4 | -4 | -12 | 0
O=c1c(C(c2ccc(Br)cc2)c2c(O)nc3n(c2=O)CCS3)c(O)nc2n1CCS2 | -0.2 | -1.4 | 26 | i | -2 | 8 | -2 | -6 | -5
Cc1cccc(N2CCN(C(=O)CN3CCOc4ccccc43)CC2C)c1 (stereo not drawn) | -0.7 | 0.6 | -8 | i | -2 | -5 | -5 | 1 | 0
Cc1ccc(NC(=O)CSc2nnc(CCNC(=O)OC(C)(C)C)o2)c(C)c1 | 0.1 | 0.3 | -1 | i | -1 | -2 | -2 | -3 | -1
COc1ccc(C(=O)OCC(=O)NC(=O)NC2CCCC2)cc1[N+](=O)[O-] | -0.2 | -0.2 | -1 | i | -5 | 11 | -3 | 17 | 3
